PfHsp40 rescue = rescue of PfHsp40-mediated yeast toxicity. growth rescue, % at 12.5 µM. AID 504582. actives 0.68% (n = 340,000). S. cerevisiae expressing PfHsp40, growth rescue, ATP luminescence; in the data active = growth rescue above about 28%, passing the limit was not always enough; inconclusive = no clear call, values can overlap the other calls;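 note: yeast W303a lacking pdr1 and pdr3 grown in galactose medium; growth measured after three days at 30 °C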
Vc quorum ag = quorum light induction in luxS cqsA deficient V. cholerae. V. cholerae BH1578 lux reporter, luminescence, 6 h. activation, % at 18.7 µM. actives 0.16% (n = 350,000). AID 588436; in the data active = activation mostly above about 9.7%, no sharp cut-off; inconclusive = no clear call, values can overlap the other calls; inactive = mostly below about 3.7%; note: not every result past the cut was called active; inactives centre near 0; reference of the scale not given here
Y pestis TopoI = blocks Yersinia pestis topoisomerase I activity; Y. pestis Topo-I cleavage product accumulation, plate reader; actives 0.064% (n = 360,000); activity, % at 10 µM; AID 504884; in the data active = activity above about 50%, passing the limit was not always enough; inconclusive = no clear call, values can overlap the other calls; note: inactives centre near 2
BoNT A protease = BoNT A light chain protease inhibition | AID 588499 | multiplex microsphere protease substrate cleavage, flow cytometry | inhibition, % at 10 µM | actives 0.17% (n = 360,000); note: plate controls were buffer without enzyme for full effect and enzyme alone for no effect
PrPC surface inh = cell surface PrPC inhibition, primary TR-FRET screen; inhibition, % at 13.8 µM; actives 0.43% (n = 370,000); TR-FRET read-out; P04156; in the data active = inhibition above about 24%; note: 0% = median of the test wells and 100% = reference compound wells
SARS 3CLpro inh = SARS-CoV 3CLpro protease inhibition; inhibition, % at 6 µM; actives 0.14% (n = 290,000); AID 1706; recombinant SARS-CoV 3CLpro, quenched FRET peptide cleavage; in the data active = inhibition above about 12%
PriA SSB inh = inhibitors of Klebsiella pneumoniae PriA binding to SSB C-terminal tail; inhibition, % at 33 µM; AID 1272365; AlphaScreen SSBct-PriA binding, biotinylated peptide; actives 0.6% (n = 430,000); in the data active = inhibition mostly above about 37%, no sharp cut-off; inactive = mostly below about 20%;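 note: plate controls were negative control peptide for no effect and reference peptide for full effect; strong numbers were not always called active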
Anthrax LF inh2 = inhibitors of Bacillus anthracis lethal factor protease | multiplex microsphere protease cleavage assay, LF | inhibition, % at 10 µM | actives 0.12% (n = 360,000) | AID 588501; note: plate controls were buffer without enzyme for full effect and enzyme alone for no effect
Target sequence (P15917 whole entry, looked up): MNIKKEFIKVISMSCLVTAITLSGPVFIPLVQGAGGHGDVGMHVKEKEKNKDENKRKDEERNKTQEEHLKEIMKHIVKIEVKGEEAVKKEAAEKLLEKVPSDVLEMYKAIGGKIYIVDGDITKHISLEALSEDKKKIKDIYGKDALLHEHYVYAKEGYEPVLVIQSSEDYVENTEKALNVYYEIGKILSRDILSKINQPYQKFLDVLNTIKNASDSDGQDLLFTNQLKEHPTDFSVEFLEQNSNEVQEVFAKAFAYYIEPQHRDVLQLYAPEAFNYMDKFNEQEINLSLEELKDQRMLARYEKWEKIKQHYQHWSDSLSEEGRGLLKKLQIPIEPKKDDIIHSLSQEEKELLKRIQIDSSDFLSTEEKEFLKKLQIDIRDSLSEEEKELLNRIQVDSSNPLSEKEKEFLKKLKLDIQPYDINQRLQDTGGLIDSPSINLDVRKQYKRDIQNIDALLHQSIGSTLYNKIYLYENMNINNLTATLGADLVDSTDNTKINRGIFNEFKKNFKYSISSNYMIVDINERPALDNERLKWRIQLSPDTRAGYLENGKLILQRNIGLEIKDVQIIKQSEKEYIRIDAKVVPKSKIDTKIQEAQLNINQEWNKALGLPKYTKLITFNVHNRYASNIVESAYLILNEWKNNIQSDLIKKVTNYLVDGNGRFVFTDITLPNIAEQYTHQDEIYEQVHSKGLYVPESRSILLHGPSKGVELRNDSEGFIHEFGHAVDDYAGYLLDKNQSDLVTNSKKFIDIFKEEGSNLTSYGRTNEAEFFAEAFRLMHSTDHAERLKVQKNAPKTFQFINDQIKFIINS
TcdB inh = TcdB glycohydrolase inhibition | P18177 | TcdB glycohydrolase enzymatic assay, plate reader | inhibition, % at 9.99 µM | actives 0.24% (n = 350,000) | AID 652162; in the data active = inhibition above about 10%
Active calls of the source: *; i = inactive; ? = inconclusive; / = no result given; & = joins results of further samples. Cut-off read from the data, not from the text of the source, unless noted: active = inhibition above about 30%; inconclusive = no clear call, values can overlap the other calls; inactive = below that. A portion of the library. The share of hits here may be higher or lower than overall.

Below each SMILES: PfHsp40 rescue	Vc quorum ag	Y pestis TopoI	BoNT A protease	PrPC surface inh	SARS 3CLpro inh	PriA SSB inh	Anthrax LF inh2	TcdB inh
#1 CCOC(=O)c1c(C)oc2ccc(NS(=O)(=O)c3ccc4c5c(cccc35)C(=O)N4)cc12
 : 4.2	i	-3.7	-1.5	-2.4	3.3	13.2	-7.2	/
#2 CC(C)CC1NC(=O)N(CC(=O)Nc2ccc3c(c2)OCCO3)C1=O (stereo not drawn)
 : -0.9	i	5.1	-1.4	-1.2	/	-4.4	2.0	0.2
#3 Cn1c(=O)c2cc(NC(=S)NC3CC3)ccc2n1Cc1ccccc1
 : /	i	3.2	-0.1	9.8	/	/	-2.2	0.3
#4 CC(=O)c1ccc(S(=O)(=O)N2CCN(C(C)C(=O)N(C)Cc3ccccc3)CC2)cc1 (stereo not drawn)
 : -1.7	i	-6.7	0.6	-4.8	/	-5.8	-3.5	0.0
#5 Cc1ccc(SCC(=O)OCC(=O)NC2(C#N)CCCCC2)cc1
 : 2.3	0.7	-8.6	-5.4	2.2	2.1	-2.8	-4.2	0.7
#6 CC(=O)NC(=S)Nc1ccc(NC(=S)NC(=O)c2ccc([N+](=O)[O-])cc2)cc1
 : -0.5	-0.6	-9.2	0.3	-1.2	0.7	-19.8	-1.1	-1.0
#7 Cc1cc(NCc2ccco2)n2c(nc3ccccc32)c1C#N
 : 0.1	i	-3.1	0.6	1.7	2.8	9.1	2.2	/
#8 CN(CCOc1ccc(CC2SC(=O)NC2=O)cc1)c1ccccn1 (stereo not drawn)
 : 1.6&-1.3	3.8&-0.4	0.8&-1.3	-0.1&-0.5	2.3&-5.5	/	-7.5	-3.8&-10.3	0.1&-0.2
#9 COc1ccc(S(=O)(=O)N/N=C(/C)c2ccncc2)cc1
 : 1.4	i	3.3	/	3.1	-2.1	/	/	0.0
#10 Cc1ccc(-n2c(-c3cccc(C)c3)n[nH]c2=S)cc1
 : 0.7	-3.7	14.3	-0.2	4.1	1.0	8.1	-0.5	0.0
#11 CCn1c(C)nc([N+](=O)[O-])c1Sc1ccc(F)cc1
 : 0.5	i	-0.4	-0.3	-2.2	-2.5	7.1	-0.3	0.6
#12 Cc1ccc(S(=O)(=O)N2CCN(C(=O)c3c(-c4ccccc4)noc3C)CC2)cc1
 : -1.3	-0.1	8.3	-1.7	-6.7	3.7	2.6	2.4	0.7
#13 CC(=O)N1c2ccccc2C2CCCC[C@@H]21 (stereo partly drawn)
 : -0.6	-1.1	7.8	-0.3	-5.8	/	1.4	-3.8	-0.2
#14 CCN1CCN(C(=O)CSc2nc(N)cc(N)n2)CC1
 : 0.0	i	8.7	-0.5	4.6	-2.4	-8.6	-1.5	0.1
#15 c1cc(-n2cnnn2)ccc1NC1=NCCC1
 : -0.7	-0.6	4.7	0.5	4.7	-6.4	-2.5	3.5	/
#16 CN1C(=O)N(C)C(=O)C2(Cc3c(nc4ccccn4c3=O)N3CCc4ccccc4C32)C1=O (stereo not drawn)
 : 1.4	-2.5	-3.2	-0.6	0.1	-8.3	-20.6	-0.5	/
#17 Cc1ccc(N2C(=O)CC(N3CCc4ccccc43)C2=O)cc1Cl (stereo not drawn)
 : 0.7	-2.7	-2.6	-0.6	4.5	0.5	13.8	-1.3	-1.1
#18 COc1ccc(/C=C(/NC(=O)c2ccccc2OC)C(=O)Nc2ccc(C(=O)O)cc2)cc1
 : 0.3	i	9.3	-2.4	6.4	2.8	-7.1	0.2	2.0
#19 COC(=O)c1sc2cc(C(F)(F)F)cnc2c1-c1ccccn1
 : 0.1	0.0	8.4	1.6	3.0	-3.7	-4.6	-5.0	0.9
#20 COc1ccc(N2CCN(c3oc(-c4ccc(OC)c(OC)c4)nc3C#N)CC2)cc1
 : 0.2	-0.2	11.1	-0.9	-4.9	6.2	-6.8	-10.2	/

Quoted from above, two compounds:
Below each SMILES: PfHsp40 rescue	Vc quorum ag	Y pestis TopoI	BoNT A protease	PrPC surface inh	SARS 3CLpro inh	PriA SSB inh	Anthrax LF inh2	TcdB inh
#19 COC(=O)c1sc2cc(C(F)(F)F)cnc2c1-c1ccccn1
 : 0.1	0.0	8.4	1.6	3.0	-3.7	-4.6	-5.0	0.9
#20 COc1ccc(N2CCN(c3oc(-c4ccc(OC)c(OC)c4)nc3C#N)CC2)cc1
 : 0.2	-0.2	11.1	-0.9	-4.9	6.2	-6.8	-10.2	/

Remaining list, next part:
Below each SMILES: PfHsp40 rescue	Vc quorum ag	Y pestis TopoI	BoNT A protease	PrPC surface inh	SARS 3CLpro inh	PriA SSB inh	Anthrax LF inh2	TcdB inh
#21 Cc1cc(C(=O)CSc2nc3ccccc3c(=O)[nH]2)c(C)n1CC1CCCO1 (stereo not drawn)
 : 0.8	i	1.6	-0.4	19.6	0.5	-2.1	-4.2	1.9
#22 CC(CNCCCn1ccc(NC(=O)OCc2ccccc2)nc1=O)c1ccccc1 (stereo not drawn)
 : 2.7	-1.5	20.2	-0.3	0.8	/	-10.7	5.4	-0.4
#23 O=C(COc1ccc([N+](=O)[O-])cc1Cl)NCC1CCCO1 (stereo not drawn)
 : 0.2	-0.3	1.1	0.7	-2.6	3.1	-2.7	0.7	0.1
#24 O=C(Nc1ncccn1)c1ccc([N+](=O)[O-])cc1
 : -1.3	i	0.6	0.9	-24.2	4.6	8.5	-7.4	3.8
#25 CCc1cccc2cc3c(N)c(C(=O)Nc4ccc(S(=O)(=O)N5CCCC5)cc4)sc3nc12
 : -1.0	-0.5	-0.6	8.2	-2.2	2.9	4.0	5.9	/
#26 Cc1cc(C)nc(SCCS(=O)(=O)Cc2ccccc2)n1
 : -0.4	1.0	13.7	0.4	1.9	6.3	-4.8	-3.4	/
#27 Cc1ccc(NC(=O)Nc2nc3ccccc3s2)cc1NC(=O)Nc1nc2ccccc2s1
 : 2.5	-0.6	5.3	-0.6	0.8	4.0	-15.6	3.2	0.8
#28 Cc1cc([N+](=O)[O-])nn1CC(=O)Nc1ccccn1
 : -0.2	i	0.6	-0.1	12.2	-1.2	-25.8	0.6	-4.4
#29 CC(C)C(C(=O)NCc1ccco1)N(C(=O)CNS(=O)(=O)c1ccc(Cl)cc1)C1CCCC1 (stereo not drawn)
 : -1.4	-0.8	17.9	-0.7	-2.7	3.0	-10.8	-0.1	/
#30 CC1CN(c2nc3c(c(=O)n(C)c(=O)n3C)n2Cc2c(Cl)cccc2Cl)CC(C)O1 (stereo not drawn)
 : -0.4	-0.4	1.4	-0.1	6.2	/	0.5	0.3	0.3
#31 Cc1ccc(OCC(=O)NCCCNC(=O)c2ccccn2)cc1
 : 0.6	-7.3	2.9	0.7	-4.6	-4.6	-13.4	-1.7	0.4
#32 Cc1csc(NC(=O)CSc2ncn(-c3ccccc3)n2)n1
 : 1.2	0.5	-2.4	-0.5	-1.1	1.4	3.1	-5.5	/
#33 CCOc1ccc(-c2csc(NC(=O)c3ccc(S(=O)(=O)N4CCc5ccccc5C4)cc3)n2)cc1
 : -1.2	-0.4	-4.9	0.0	7.0	-1.8	0.7	-1.4	/
#34 O=C(C[C@H]1C[C@H](C(=O)N2CCOCC2)[C@@]2(CCC3CCCC3)c3[nH]c4cc(-c5ccco5)ccc4c3CCN2C1=O)NCCC1=CCCCC1
 : -2.2	-6.2	13.4	0.4	/	/	-7.1	-5.7	/
#35 COc1ccc(C(C)=O)cc1CSc1ncccn1
 : -0.3	-1.2	-4.1	0.2	-0.4	-1.1	2.4	4.6	0.6
#36 Cc1cc(C)c(C(=O)CC(=O)c2ccccc2Cl)c(O)c1
 : 5.0	-0.3	2.4	-0.7	7.5	2.2	4.5	-1.9	0.5
#37 Cc1nn(C)c(C)c1/C=N/N=C1\CCC2C3CCc4cc(O)ccc4C3CCC12C (stereo not drawn)
 : 0.6	i	2.8	-0.1	4.9	1.1	/	-2.2	/
#38 C=CCn1c(CCNC(=O)c2cccs2)nnc1SCC(=O)Nc1cccc(C(C)=O)c1
 : -1.1	i	5.2	-0.5	-4.4	4.3	1.3	-2.8	/
#39 CN(CC(=O)NC1CCN(Cc2ccccc2)CC1)S(=O)(=O)c1ccc2c(c1)c(=O)n(C)c(=O)n2C
 : -1.2	i	13.7	0.0	-8.3	-2.7	-20.6	5.6	-0.1
#40 CSc1nnc(Cc2cc(=O)[nH]c(=O)[nH]2)n1-c1cc(C)ccc1C
 : -0.5	3.8	-8.3	-0.8	0.1	1.1	-9.9	1.3	/

The last 2 entries of the section before open the next one:
Below each SMILES: PfHsp40 rescue	Vc quorum ag	Y pestis TopoI	BoNT A protease	PrPC surface inh	SARS 3CLpro inh	PriA SSB inh	Anthrax LF inh2	TcdB inh
#39 CN(CC(=O)NC1CCN(Cc2ccccc2)CC1)S(=O)(=O)c1ccc2c(c1)c(=O)n(C)c(=O)n2C
 : -1.2	i	13.7	0.0	-8.3	-2.7	-20.6	5.6	-0.1
#40 CSc1nnc(Cc2cc(=O)[nH]c(=O)[nH]2)n1-c1cc(C)ccc1C
 : -0.5	3.8	-8.3	-0.8	0.1	1.1	-9.9	1.3	/
#41 O=C(c1ccc(O)cc1)c1ccc(O)cc1O
 : 1.1	i	-2.7	0.1	11.3	0.7	-0.7	0.6	0.1
#42 O=C(Cn1nc(C(F)F)cc1C1CC1)NCCC1=CCCCC1
 : -0.8	i	3.9	-0.6	3.1	-3.8	-8.9	-2.4	-0.2
#43 O=C(COC(=O)Cc1ccsc1)NCc1ccc(Cl)cc1
 : -0.1	-0.8	7.9	0.0	-4.1	1.2	-1.7	-1.4	0.7
#44 O=C(O)Cn1c(SCCOc2ccccc2)nc2ccccc21
 : -0.6	4.1	7.0	0.6	1.1	-0.2	-15.6	-4.8	/
#45 CC1CCC(NC(=O)CCS(=O)(=O)c2ccc3c(c2)NC(=O)CS3)CC1 (stereo not drawn)
 : 0.8	-0.1	-5.1	18.5	5.7	3.2	-3.8	3.7	3.0
#46 COc1ccc2c(c1)cc(C(=O)N[C@H](C(=O)N1CCC(C(=O)O)CC1)C(C)C)n2C
 : 0.1	i	0.8	-0.2	-1.8	-1.6	-11.0	-14.6	0.1
#47 Cc1noc(C)c1NC(=O)N(C)C[C@H]1Oc2c(NS(=O)(=O)c3cccs3)cccc2C(=O)N([C@H](C)CO)C[C@@H]1C
 : -1.0	-1.2	-8.7	-0.8	-4.3	/	-6.3	-4.5	-2.6&0.8
#48 Cc1nc(SCc2nc3c(O)cccc3[nH]2)c2oc3ccccc3c2n1
 : -1.4	-0.4	-8.9	-0.4	7.9	/	-6.0	5.0	-4.5
#49 Cc1ccc(C)c(N2CCN(C(=O)CCc3nc(-c4ccccc4Br)no3)CC2)c1
 : 1.3	0.9	38.7	-0.3	1.5	/	6.2	-3.6	-0.3
#50 O=C(COC(=O)c1cc(=O)[nH]c2ccccc12)NCc1cccc(Cl)c1
 : -0.2	i	16.6	0.2	1.6	/	-1.7	-0.6	2.2
#51 CC(=O)c1cc(C#N)c(NCc2cc(-c3ccccc3)no2)nc1C
 : -0.1	1.2	7.6	-0.2	8.5	0.8	-3.3	1.8	-0.7
#52 CCn1c(=O)cc(N2CCCCC2)[nH]c1=O
 : 0.1	-0.6	-6.1	-0.1	-6.3	-3.8	-4.4	1.0	/
#53 CCc1ccc[n+](-c2nc([O-])sc2C=O)c1
 : -1.9	-0.3	-0.7	-1.1	-3.3	-0.3	-3.4	-15.4	0.5
#54 CSc1nc(-c2ccccc2)cc(C)c1C#N
 : -0.1	0.0	15.2	-0.6	4.5	0.6	4.2	-4.1	-4.1
#55 COc1ccc(NC(=O)NC2CCN(C(C)C)CC2)c(OC)c1
 : -2.0	i	6.3	?	-4.5	-0.7	-4.2	-5.9	/
